# CCT modulator = changes cytosolic chaperonin activity; purified chaperonin ATPase assay, HTRF ADP detection, 30 min; activity change, % (concentration not given with the values), hits read low; actives 0.3% (n = 360,000); AID 651819; in the data active = activity change below about -30%; note: % is set by controls: 0 for no effect and ±100 for the full control effect
#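 First, chaperonin was dispensed at 40 nM or 20 nM final depending on batch activity. Next, compounds were pinned at 76 uM and ATP added at 10 uM. After 30 min at 37 °C, ADP detection reagents ran 30 min at ambient temperature.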
# A549 viability = counter-screen for Nrf2 inhibitors: cytotoxicity in A549 cells; Potency, µM (top dose mostly 46 µM), for inactives: top-dose activity change, negative = cytotoxicity, most hits filed as inhibitors; actives 0.16% (n = 390,000); A549 ARE-Fluc cells, CellTiter-Fluor viability, 18-24 h; note: potency is the fitted concentration of half-maximal effect; % is set by controls: 0 for no effect and ±100 for the full control effect
#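 A549 ARE_Fluc cells in 5% FBS OPTI-MEM were exposed to compounds in concentration-response for 18-24 h at 37 deg C. Viability was read by CellTiter-Fluor fluorescence (Ex 405/Em 525) after 30 min, before the luciferase read.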
# pAkt inh = Akt phosphorylation inhibition | activity change, % for hits at 50 µM | AID 651550 | actives 0.32% (n = 360,000) | Neuro2A IGF-stimulated pAkt S473 HTRF, 20 min; stronger effect = lower value; in the data active = activity change below about -80%; inconclusive = mostly about -51% to -80%; note: % is set by controls: 0 for no effect and ±100 for the full control effect
#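 Neuro2A cells (4,500/well, DMEM with 0.5% FBS) were treated with compound at a single 50 µM final concentration, stimulated with 6 nM IGF for 20 min at 37 °C, and lysed. Phospho-Akt Ser473 was read by HTRF as 665/615 ratio ×10^4.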
# EPAC2 agonist = agonists of human EPAC2 (RAPGEF4) | Q8WZA2 | actives 0.079% (n = 360,000) | EPAC2 activation, biochemical qHTS; response scale: 100% = 6.5 mM cAMP response | Potency, µM (doses to about 154 µM), without a hit: top-dose activation, actives largely listed as activators; note: potency is the fitted concentration of half-maximal effect; nearly all actives have a fitted effect of over 50% in size
# Target sequence (Q8WZA2 whole entry, looked up): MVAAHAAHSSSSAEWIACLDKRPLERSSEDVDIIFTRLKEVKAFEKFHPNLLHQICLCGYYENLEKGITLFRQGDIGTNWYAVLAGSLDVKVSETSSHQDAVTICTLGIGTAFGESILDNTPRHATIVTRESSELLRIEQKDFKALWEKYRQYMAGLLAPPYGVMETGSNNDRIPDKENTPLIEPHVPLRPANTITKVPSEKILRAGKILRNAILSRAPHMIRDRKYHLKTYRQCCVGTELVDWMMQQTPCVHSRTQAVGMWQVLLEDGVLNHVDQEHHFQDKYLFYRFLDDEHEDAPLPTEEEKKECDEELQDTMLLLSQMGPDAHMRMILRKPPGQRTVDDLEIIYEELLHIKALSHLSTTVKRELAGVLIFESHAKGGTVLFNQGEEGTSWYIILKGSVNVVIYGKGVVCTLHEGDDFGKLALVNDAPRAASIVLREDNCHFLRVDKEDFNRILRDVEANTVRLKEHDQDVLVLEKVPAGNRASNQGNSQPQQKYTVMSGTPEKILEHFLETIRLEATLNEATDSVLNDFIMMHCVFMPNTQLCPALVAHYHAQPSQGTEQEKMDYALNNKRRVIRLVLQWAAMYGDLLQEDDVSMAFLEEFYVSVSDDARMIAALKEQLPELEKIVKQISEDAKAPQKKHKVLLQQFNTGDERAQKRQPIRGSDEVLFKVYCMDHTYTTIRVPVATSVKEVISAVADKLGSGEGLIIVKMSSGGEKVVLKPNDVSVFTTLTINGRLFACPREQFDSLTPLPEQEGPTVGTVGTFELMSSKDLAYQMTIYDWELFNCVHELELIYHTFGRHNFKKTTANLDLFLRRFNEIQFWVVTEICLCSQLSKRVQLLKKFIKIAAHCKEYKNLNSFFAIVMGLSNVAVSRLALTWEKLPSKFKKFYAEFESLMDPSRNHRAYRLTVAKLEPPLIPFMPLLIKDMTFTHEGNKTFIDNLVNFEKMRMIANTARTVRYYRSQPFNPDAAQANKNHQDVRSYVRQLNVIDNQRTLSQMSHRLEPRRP
#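 Compounds were added across a concentration range to EPAC2 (100 nM), RAP1B-BODIPY-GDP (250 nM) and GDP (50 uM). After 5 min at room temperature, fluorescence was recorded at 5-min intervals for 30 min.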
# Mm-Cpn inhibitor = inhibitors of Methanococcus maripaludis chaperonin (MmCpn). purified Mm-Cpn ATPase, ADP Transcreener TR-FRET. Potency, µM (top dose mostly 76.9 µM), inactives show at the top dose activity, negative = inhibition, usual class: inhibitors. AID 504842. actives 0.031% (n = 330,000); note: potency is the fitted concentration of half-maximal effect; % is set by controls: 0 for no effect and ±100 for the full control effect; nearly all actives have a fitted effect of over 80% in size
#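 25 nM Mm-CPN + cpd, 10 min 37°C; + 10 uM ATP, 30 min 37°C; buffer 30 mM Tris pH 7.4, 100 mM KCl, 5 mM MgCl2, 1 mM DTT; Transcreener ADP HTRF detection 30 min RT.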
# Nrf2 block = blocks Nrf2 signaling; A549 ARE-Fluc reporter, luciferase luminescence, 18-24 h; Potency, µM (highest dose often 46 µM), inactives show at the highest dose activity change, negative = inhibition, usual class: inhibitors; actives 2.1% (n = 360,000); AID 504444; note: potency is the fitted concentration of half-maximal effect; % is set by controls: 0 for no effect and ±100 for the full control effect; nearly all actives have a fitted effect of over 60% in size
#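 Cells were seeded and rested 2 h, then exposed to compounds for 18-24 h. CellTiter-Fluor was read first as a viability measure. BugLite was added 15 min before the final luminescent read of ARE-luciferase activity in A549 cells.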
# TGFb SMAD3 inh = TGF-b pathway inhibition. HepG2 CAGA-GFP TGF-b/SMAD3 reporter, GFP fluorescence, 18 h; TGF-beta stimulated, 500 pg/mL final. actives 1.2% (n = 410,000). Potency, µM (series often up to 46.1 µM), inactives show at the highest dose activity, negative = inhibition, hits mostly inhibitors; note: potency is the fitted concentration of half-maximal effect; % is set by controls: 0 for no effect and ±100 for the full control effect; nearly all actives have a fitted effect of over 65% in size
#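 Inhibition of TGF-beta-driven CAGA-GFP reporter expression in HEPG2 cells is measured by cellular GFP fluorescence after 18 h stimulation with 500 pg/mL recombinant TGF-beta in 1% FBS medium at 37 degrees C.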
# EPAC2 antagonist = blocks human EPAC2 exchange factor; Potency, µM (series often up to 114 µM), inactives show at the highest dose activity, negative = inhibition, most hits filed as inhibitors; Q8WZA2; EPAC2 GEF exchange of Rap1B-BODIPY-GDP, fluorescence; actives 0.18% (n = 360,000); note: potency is the fitted concentration of half-maximal effect; % is set by controls: 0 for no effect and ±100 for the full control effect; nearly all actives have a fitted effect of over 45% in size; many of its hits are not listed in these tables
# Nrf2 ARE act = activates Nrf2 signaling; AREc32 ARE-luciferase reporter (MCF7-derived line), luminescence, 24 h; Potency, µM (doses to about 46.1 µM), without a hit: at the highest dose activation, actives largely listed as activators; actives 0.31% (n = 410,000); note: potency is the fitted concentration of half-maximal effect; % of control where 0% means no effect; nearly all actives have a fitted effect of over 65% in size
#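 Nrf2 activation is followed as ARE-luciferase induction in the AREc32 line after one day of compound treatment; luminescence is read with Steady-Glo.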
# The depositor's hits bear a star; i = inactive; u = inconclusive; x = no result given; & = joins results of further samples; [ ] = dose if it differs, or a comment. Unless noted, calls come from the whole dose curve; as a rule, active = well fitted curve in the direction sought with a large enough effect; inconclusive = small, poorly fitted or top-dose-only effect, or another doubt; inactive = no such curve, though single readings can be large; an effect the other way counts as inactive or inconclusive. A portion of the library. The share of hits here may be higher or lower than overall.
no.	molecule	Nrf2 ARE act	pAkt inh	Mm-Cpn inhibitor	TGFb SMAD3 inh	EPAC2 agonist
1	Cc1ccc(-n2c(SCC(=O)NCC3CCCO3)nc3ccccc3c2=O)cc1 (stereo not drawn)	-0.4%	i	2%	0%	-2%
2	CCOC(=O)c1ccc(NS(=O)(=O)c2ccc3c(c2)NC(=O)CCS3)cc1	-0.1%	i	1%	-11%	2%
3	NC(=O)C(Cc1ccccc1)NS(=O)(=O)c1ccc(N2CCCC2=O)cc1 (stereo not drawn)	0.5%	i	-2%	8%	12%
4	COc1ccc([C@H]2CC(=O)C=C(c3ccc(OC(F)(F)F)cc3)C2)cc1	6.4%	i	0%	-27%	-9%
5	CC(C)C(=O)Nc1cccc(C(=O)N2CCCCC2C)c1 (stereo not drawn)	-0.3%	i	3%	-3%	-3%
6	Oc1cccc2ccc(/C=C/c3c(F)cccc3Cl)nc12	1µM*	i	3%	u	0%
7	O=C(CNC(=O)c1cccc(F)c1)N/N=C/c1cccc([N+](=O)[O-])c1	2.1%	i	1%	-2%	-11%
8	COc1ccccc1C(=O)C1CCCN(C(=O)C2CCCC2)C1 (stereo not drawn)	-1.0%	i	-4%	-8%	4%
9	CC(/C=N/Nc1nc2ccccc2[nH]1)=C\c1ccccc1	7.1%	i	-2%	u	19%
10	COc1ccc(CCNS(=O)(=O)c2cccc([N+](=O)[O-])c2)cc1OC	0.3%	i	0%	29%	5%
11	COc1cccc(-c2nc(CS(=O)(=O)CC(=O)NCc3ccc4c(c3)OCO4)c(C)o2)c1	0.0%	i	1%	-20%	5%
12	O=C(CCCN1C(=O)c2cccc3cccc(c23)C1=O)N1CCN(c2ncccn2)CC1	-0.2%	i	0%	1%	0%

no.	CCT modulator	Nrf2 block	A549 viability	EPAC2 antagonist
1	-0.3	-10%	-11%	2%
2	-0.3	u	1%	-6%
3	-1.2	-5%	3%	-1%
4	-3.0	u	-8%	-6%
5	2.7	25%	9%	3%
6	0.2	30%	1%	-2%
7	3.4	-2%	1%	11%
8	1.1	2%	3%	2%
9	-2.1	u	-5%	5%
10	-2.0	-30%	-1%	-2%
11	2.9	14%	2%	21%
12	-1.6	u	-11%	1%[57.1 µM]

no.	molecule	Nrf2 ARE act	pAkt inh	Mm-Cpn inhibitor	TGFb SMAD3 inh	EPAC2 agonist
13	Nn1c(SCC(=O)N2CCCc3ccccc32)nnc1-c1ccc(Cl)cc1	0.2%	i	-1%	1%	4%
14	O=C(COC(=O)/C=C/c1cccs1)Nc1nc(-c2ccccc2)cs1	u	i	0%	-19%	-6%
15	COc1cc(NC(=O)COc2cc(O)c3c(c2)OC(C)(C)CC3=O)cc(OC)c1	4.8%	i	-1%	0%	8%
16	Nc1nnc(C(c2ccccc2)c2ccccc2)s1	-0.5%	i	1%	-3%	-6%
17	O=C(CSc1n[nH]c(-c2cccs2)n1)N1CCCC1	1.7%	i	1%	4%	3%
18	O=c1c(O)c(-c2ccccc2)oc2cc(O)cc(O)c12	-0.9%	i	2%	u	8%
19	CC(C)Nc1nnc(SCC(=O)Nc2ccc3c(c2)C(=O)c2ccccc2C3=O)s1	2.8%	i	0%	2%	1%
20	COc1ccc(C)cc1NC(=O)CCNC(=O)Cn1cnc2ccccc2c1=O	0.1%	i	0%	3%	6%
21	COc1cc2c(=O)n(CCC(=O)NCC3CCCO3)c(=O)n(CC(=O)Nc3ccc(C)cc3)c2cc1OC (stereo not drawn)	-1.4%&-0.2%	i	0%	26%&-21%	7%
22	CCc1cccc(C)c1NC(=O)c1cnn(-c2ccc(F)cc2)c1-n1cccc1	0.2%	x	x	-10%	x
23	O=C(CSc1ccc2ccccc2n1)c1ccc2c(c1)OCO2	7.2%	i	-4%	-4%	25%
24	Cc1cc(C)n(C(=O)c2cccc(S(=O)(=O)N3CCOCC3)c2)n1	0.0%	i	0%	-21%	-2%

no.	CCT modulator	Nrf2 block	A549 viability	EPAC2 antagonist
13	0.5	-21%	0%	7%
14	-4.2	u	0%	8%
15	1.2	u	-8%	-8%
16	4.1	11%	9%	0%
17	0.4	5%	11%	-3%
18	-0.6	4%	3%	-12%
19	-4.5	-12%	-21%	2%
20	0.6	1%	2%	2%
21	0.2	7%	2%&-10%	-2%
22	x	u	-5%	x
23	-0.9	u	4%	-7%
24	-2.2	15%	1%	0%

no.	molecule	Nrf2 ARE act	pAkt inh	Mm-Cpn inhibitor	TGFb SMAD3 inh	EPAC2 agonist
25	Cc1cccc(N2C(=O)CC(Sc3nccc(C)n3)C2=O)c1 (stereo not drawn)	-0.6%	i	2%	5%	8%
26	N#CCN1CCC/C1=C\[N+](=O)[O-]	-0.3%	i	1%	0%	11%
27	CCOC(=O)C1CCN(C(=O)c2ccc(C)o2)CC1	3.2%	i	0%	-20%	1%
28	COCc1cc(CN2CCCC2)c(O)c2ncccc12	0.5%	i	3%	u	3%
29	Cc1cc(OCC(=O)NC2CC(C)(C)NC(C)(C)C2)c(C)cc1Br	2.9%	i	-1%	19%	-3%
30	COC(=O)c1ccccc1NC(=S)NC(NC(=O)COc1ccccc1)C(Cl)(Cl)Cl (stereo not drawn)	4.8%	i	1%	u	0%
31	CCCCCNC(=O)c1ccc2c(=O)[nH]c3c(C(=O)NCC4CCCO4)sc(=S)n3c2c1 (stereo not drawn)	0.1%	i	2%	0%	-13%
32	NC(=S)NN=C(Cc1ccccc1)Cc1ccccc1	5.9%	i	-1%	u	-6%
33	CCOc1ccc(Cl)cc1CNc1nnnn1CC	0.1%	i	0%	8%	4%
34	CC(C)C(C)NC(=O)COc1nc2ccccc2nc1N(C)C1CCCCC1 (stereo not drawn)	0.0%	i	-19%	-1%	-5%
35	CCCC[C@@H]1CN=C(N)N1CCCC	0.0%	i	x	10%	11%
36	Cc1ccc(C(=O)COc2cc(O)c3c(=O)cc(-c4ccccc4)oc3c2)cc1	4.1%	i	-2%	-2%	-7%

no.	CCT modulator	Nrf2 block	A549 viability	EPAC2 antagonist
25	-3.1	-2%	-2%	-2%
26	-4.3	0%	-8%	-1%
27	-6.4	-2%	3%	0%
28	2.2	u	-2%	8%
29	-2.0	-11%	-1%	0%
30	-4.2	-13%	-4%	-21%
31	1.3	-19%	u	-23%
32	-1.8	u	-3%	-1%
33	1.2	7%	9%	4%
34	-2.7	19%	0%	-1%
35	-1.1	-17%	2%	-6%
36	-2.9	4%	4%	6%

no.	molecule	Nrf2 ARE act	pAkt inh	Mm-Cpn inhibitor	TGFb SMAD3 inh	EPAC2 agonist
37	COC(=O)c1cccc(C23CC4(C2)[C@H](CN(Cc2ccc(-c5ccccc5)cc2)[C@@H]4c2ccccc2)C3c2ccc(C(F)(F)F)cc2)c1 (stereo partly drawn)	2.9%	i	-2%	0%	-3%
38	COc1cccc(C(=O)NN/C(C)=C/C(=O)C(F)(F)C(F)(F)C(F)(F)F)c1	0.3%	i	0%	u	3%
39	CC1CCN(CC(=O)NCc2ccccc2)CC1	-0.5%	x	1%	17%	5%
40	Cc1ccc(NC(=O)c2cc(S(=O)(=O)N3CCc4ccccc43)cn2C)cc1	0.2%	i	-16%	-23%	12%
41	O=C(COc1ccc([N+](=O)[O-])cc1)NNC(=O)Nc1ccc([N+](=O)[O-])cc1	2.3%	i	-1%	1%	0%
42	CCCn1nc(NS(=O)(=O)c2cccc3nonc23)c2cc3cc(C)ccc3nc21	-0.6%	i	-6%	-2%	5%
43	CC(=O)Nc1ccc(N2C(=O)CSC2c2ccccc2[N+](=O)[O-])cc1 (stereo not drawn)	-0.1%	i	1%	-10%	-3%
44	Cc1cccc(NC(=O)c2c(C)cc(C)nc2SCC(=O)c2ccccc2)c1	7.7%	x	x	u	x

no.	CCT modulator	Nrf2 block	A549 viability	EPAC2 antagonist
37	-1.3	14%	-6%	0%
38	-2.2	-15%	-5%	1%
39	0.4	x	6%	9%
40	0.9	u	1%	-18%
41	-1.7	7%	8%	1%
42	-0.2	-17%	u	6%
43	2.6	8%	4%	-1%
44	x	-4%	-8%	x

# Source: PubChem BioAssay
